# mIAP block: inhibitors of mouse IAP, primary screen, biochemical, luminescence, uHTS | purified mouse IAP, CDP-Star luminescence, 30 min | inhibition, % at 10 µM | 330,000 tested, 0.2% active | AID 2806, 2010;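 active means inhibition of at least 40% at 10 µM in the primary screen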;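 further: plate controls were DMSO with enzyme for no effect and no enzyme wells for full effect; values of inactives mirror those of a sister screen read the other way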
# NLRP3 yeast inh: NALP3 inflammasome inhibitors in reconstituted yeast, primary screen, luminescence, uHTS | Yeast reconstituted NLRP3/ASC/caspase-1, beta-gal luminescence, 24 h | 330,000 tested, 0.39% active | AID 2825, 2010 | inhibition, % at 10 µM;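 active means inhibition of 50% or more; inactive means inhibition below 50%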;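 further: plate controls were induced DMSO wells for no effect and uninduced yeast grown without galactose for full effect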
# mIAP act: activators of mouse IAP, primary screen, biochemical, luminescence, uHTS. intestinal alkaline phosphatase [Mus musculus]. muIAP, CDP-Star luminescence, 30 min; stronger effect = higher value; 1 = vehicle-only enzyme signal, 0 = enzyme-free wells. activation factor at 10 µM. 330,000 tested, 0.24% active;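 active means activation factor of at least 2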; further: the source names both 10 and 20 µM as test concentration; values of inactives mirror those of a sister screen read the other way
#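 System: Mouse IAP enzyme | Also added: CDP-Star substrate | Dosing: Compounds dispensed in DMSO | Schedule: 30 min enzyme-substrate-compound incubation at room temperature | Technique: Chemiluminescence readout | Control set: DMSO-only wells and no-enzyme negative control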
# ATG4B inhibitor: ATG4B protease inhibitors, primary screen, biochemical, fluorescence, uHTS. ATG4B cleavage of LC3-PLA2, NBD-HPC fluorescence, 1 h. Cysteine protease ATG4B (Homo sapiens), Q9Y4P1. inhibition, % at 8.33 µM. AID 504462, 2011. 340,000 tested, 0.51% active; in the data active means inhibition above about 40%
# Target sequence (Q9Y4P1 whole entry, looked up): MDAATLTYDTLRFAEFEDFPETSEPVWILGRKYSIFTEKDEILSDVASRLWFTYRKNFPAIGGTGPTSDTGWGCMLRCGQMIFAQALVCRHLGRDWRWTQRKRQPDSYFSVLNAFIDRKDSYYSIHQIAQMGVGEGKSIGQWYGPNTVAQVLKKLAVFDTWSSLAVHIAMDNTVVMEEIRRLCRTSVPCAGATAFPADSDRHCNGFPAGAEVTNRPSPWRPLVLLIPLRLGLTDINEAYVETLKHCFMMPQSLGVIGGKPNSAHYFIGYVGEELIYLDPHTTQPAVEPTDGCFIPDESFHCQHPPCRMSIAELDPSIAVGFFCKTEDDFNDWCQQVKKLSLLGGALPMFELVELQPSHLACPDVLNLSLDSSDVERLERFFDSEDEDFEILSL
# tim10-1 inh: growth inhibitors of tim10-1 mutant yeast, primary screen, luminescence, uHTS. 330,000 tested, 2.2% active. AID 463190, 2010. inhibition, % at 20 µM. S. cerevisiae tim10-1 ts strain growth, BacTiter-Glo, 24 h;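 active means inhibition of at least 40%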;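 further: mutant grown at 25 °C; 0% = DMSO wells with yeast and 100% = wells holding no yeast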
# hIAP activ: human IAP activators, primary screen, biochemical, luminescence, uHTS; activation factor at 10 µM; 330,000 tested, 0.16% active; Intestinal-type alkaline phosphatase (Homo sapiens), P09923; purified human IAP, CDP-Star luminescence, 30 min; stronger effect = higher value; 1 = vehicle-only enzyme, 0 = enzyme-free background;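 active means activation factor of the enzyme at least 2-fold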; further: the source names both 10 and 20 µM as test concentration; values of inactives mirror those of a sister screen read the other way
# Target sequence (P09923 whole entry, looked up): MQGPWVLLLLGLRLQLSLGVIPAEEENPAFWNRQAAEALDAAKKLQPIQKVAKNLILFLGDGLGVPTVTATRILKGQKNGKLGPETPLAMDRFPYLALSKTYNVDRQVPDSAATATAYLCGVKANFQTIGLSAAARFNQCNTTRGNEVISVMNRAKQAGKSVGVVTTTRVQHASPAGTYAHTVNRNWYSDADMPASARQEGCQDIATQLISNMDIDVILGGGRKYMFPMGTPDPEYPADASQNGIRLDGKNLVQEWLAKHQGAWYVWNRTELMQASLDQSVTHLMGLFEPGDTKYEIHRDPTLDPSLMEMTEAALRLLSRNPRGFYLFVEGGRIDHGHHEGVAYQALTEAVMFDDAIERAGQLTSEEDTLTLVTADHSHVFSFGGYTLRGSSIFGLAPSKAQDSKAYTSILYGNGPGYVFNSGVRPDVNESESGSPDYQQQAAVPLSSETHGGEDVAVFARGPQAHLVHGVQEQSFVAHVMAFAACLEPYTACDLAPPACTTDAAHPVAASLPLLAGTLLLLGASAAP
# TIM10 inh: growth inhibitors of isogenic TIM10 control yeast, primary screen, counter-screen for tim10-1 yeast inhibitor project, luminescence, uHTS; 330,000 tested, 1.4% active; inhibition, % at 10 µM; S. cerevisiae TIM10 strain growth, BacTiter-Glo luminescence, 24 h; AID 463195, 2010;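 active means inhibition of 40% or more at the single tested concentration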;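 further: wild-type TIM10 isogenic control strain grown at permissive 25 °C; 0% = DMSO yeast wells and 100% = minimal medium wells without yeast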
# hIAP block: human IAP inhibitors, primary screen, biochemical, luminescence, uHTS; Intestinal-type alkaline phosphatase (Homo sapiens), P09923; purified IAP, CDP-Star luminescence, 30 min; inhibition, % at 10 µM; 330,000 tested, 0.12% active;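 active means inhibition reaching a set limit with compound at 10 µM in the primary screen, cut at about 35% in these data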;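 further: plate controls were DMSO wells with enzyme for no effect and no-enzyme buffer wells for full effect; values of inactives mirror those of a sister screen read the other way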
# Apaf-1 inh: inhibitors of human Apaf-1 apoptosome, primary screen, biochemical, DEVD-Rh110 fluorescence, uHTS. Apoptotic protease-activating factor 1 (Homo sapiens), O14727. reconstituted apoptosome caspase-3 activity. inhibition, % at 20 µM. 330,000 tested, 0.71% active. AID 489030, 2010; active means inhibition of at least 40% at 20 µM;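 further: plate controls were DMSO wells for no effect and DEVD-CHO caspase inhibitor wells for full effect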
#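 Material: reconstituted apoptosome with Apaf-1, cytochrome c, caspase-9, procaspase-3, dATP / Buffer or medium: pH 7.5 Hepes buffer with CHAPS, BSA, DTT / Also added: cytochrome c with DEVD-Rh110 / Schedule: compound with Apaf-1, dATP, procaspase-3 30 min, then 50 min reaction, room temperature / Technique: rhodamine 110 fluorescence at Ex 480/Em 540 nm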
# Numbers without * were called inactive; & = joins results of further samples.
1) Cn1c(N)c(C(=O)COC(=O)Cc2ccccc2F)c(=O)n(C)c1=O
2) CCOC(=O)Cn1cnc(-c2ccc([N+](=O)[O-])cc2)c1
3) CC(=O)N1CC(C(=O)Nc2ccc3c(c2)OCO3)Oc2ccccc21 (centres undefined)
4) C=CCn1c(P(C)(=O)O)nc2ccccc21
5) COc1ccc(CC(=O)NCC2CCCCC2)cc1OC
6) COc1ccc(C2CC(c3ccccc3)=NN2C(=O)COC(=O)c2cccc(O)c2)cc1 (centres undefined)
7) COc1ccc(CNc2nc3c(c(=O)[nH]c(=O)n3C)n2CCCc2ccccc2)cc1
8) OC(COc1ccccc1CNCc1cccnc1)CN1CCc2ccccc2C1 (centres undefined)
assay / entry	1	2	3	4	5	6	7	8
mIAP block	-8	2	-10	-3&-7	9	1	2	-7
NLRP3 yeast inh	8	-8	11	-1&6	10	6	17	9
mIAP act	1.1	0.98	1.1	1&1.1	0.91	0.99	0.98	1.1
ATG4B inhibitor	-6	-3	4	4&-8	-5	-7	-1	-9
tim10-1 inh	4	-1	-4	-12&11	24	2	-7	10
hIAP activ	0.98	1.1	1.1	0.98&1	1	1.2	1	1.2
TIM10 inh	-5	13	9	-7&3	-3	2	-2	-23
hIAP block	2	-12	-10	2&-3	-4	-18	-4	-25
Apaf-1 inh	-8	-1	9	-1&6	5	10	1	1

9) CC(=O)Nc1ccc(S(=O)(=O)N(C)CC(=O)OCC(=O)c2cc(C)n(-c3ccc4c(c3)OCO4)c2C)cc1
10) O=C(N/N=C/c1cccs1)c1ccccn1
11) Fc1ccccc1/C=N/Nc1cc(N2CCCCC2)ncn1
12) O=C(O)c1cccc(NC(=O)c2ccc(N3C(=O)c4ccc(C(=O)Nc5cccc(C(=O)O)c5)cc4C3=O)cc2)c1
13) Cc1ccc(NC(=O)CCN2C(=O)c3ccccc3S2(=O)=O)cc1C
14) Cc1sc2nc(SCC(=O)Nc3ccc(S(=O)(=O)NCCCC(=O)O)cc3)[nH]c(=O)c2c1C
15) Cc1cccc(OCCCC(=O)NC(C)c2ccccc2)c1 (centres undefined)
16) O=C(OCCN1CCCCC1)C1(c2ccccc2)CCCC1
assay / entry	9	10	11	12	13	14	15	16
mIAP block	16	-4	-2	3	14	-2	-8	-5
NLRP3 yeast inh	24	-4	21	19	18	6	11	14
mIAP act	0.84	1	1	0.97	0.86	1	1.1	1.1
ATG4B inhibitor	-5	-1	3	-3	-9	1	-4	-5
tim10-1 inh	-7	2	-2	-3	1	3	13	0
hIAP activ	0.95	1.1	1.3	1.1	1	0.83	1.1	1.1
TIM10 inh	-11	-3	13	3	6	8	-14	-12
hIAP block	4	-12	-27	-9	0	17	-7	-10
Apaf-1 inh	9	-18	13	1	4	-8	3	0

17) O=C(NCC1CCCO1)c1cccc(S(=O)(=O)NCc2ccccc2)c1 (centres undefined)
18) O=C(/C=C/c1cccc([N+](=O)[O-])c1)Nn1c(-c2ccccc2F)nc2ccccc2c1=O
19) c1ccc(Oc2cccc(OCCCCN3CCCC3)c2)cc1
20) CCC[N+](C)(C)C(C)C(OC(C)=O)c1ccccc1 (centres undefined)
21) COC(=O)/C(C#N)=C/c1c(Oc2cc(C)cc(C)c2)nc2ccccn2c1=O
22) COc1ccc(C(C(=O)NCc2ccccc2)N(Cc2cccnc2)C(=O)c2snc(C(N)=O)c2N)cc1OC (centres undefined)
23) O=[n+]1cc(-c2ccc(Cl)cc2)n([O-])c2c1CCCCC2
24) COc1cccc2sc(N(CCN(C)C)C(=O)c3ccc(S(=O)(=O)N4CCCC4)cc3)nc12
assay / entry	17	18	19	20	21	22	23	24
mIAP block	4	1	8	2	12	4	1	5
NLRP3 yeast inh	20	11	24	17	5	19	13	14
mIAP act	0.96	0.99	0.92	0.98	0.88	0.96	0.99	0.95
ATG4B inhibitor	-10	3	2	-6	-9	-7	33	-16
tim10-1 inh	-14	19	8	-15	17	-19	4	6
hIAP activ	0.99	1.3	0.98	0.86	2*	0.91	1	0.94
TIM10 inh	2	25	10	0	9	8	4	19
hIAP block	1	-29	2	14	-103	9	-3	6
Apaf-1 inh	-4	10	0	-7	-3	-2	-8	1

25) Cn1c(=O)c(=O)n(C)c2cc(S(=O)(=O)N3CCCC3C(=O)Nc3ccc(F)cc3)ccc21 (centres undefined)
26) Cn1c(CCNC(=O)OC(C)(C)C)n[nH]c1=S
27) Cn1c(=O)c2c(nc(N3CCN(Cc4ccccc4)CC3)n2CC(=O)c2ccccc2)n(C)c1=O
28) Cc1[nH][nH]c(=O)c1C=Nc1ccc(C(F)(F)F)cc1
29) CCCCc1nnc(NC(=O)c2cccc(S(=O)(=O)N3CCN(C)CC3)c2)s1
30) O=C1c2cc(F)ccc2OC2(CCNCC2)C12CC(c1ccccc1)=NO2 (centres undefined)
31) COc1ccc(NC(=O)N2CCCC(c3nc(-c4ccc(F)cc4)no3)C2)cc1 (centres undefined)
32) CS(=O)(=O)N1CCN(c2ccc([N+](=O)[O-])c(NCc3ccccc3)c2)CC1
assay / entry	25	26	27	28	29	30	31	32
mIAP block	-2	7	8	-2	-4	-1	-9	11
NLRP3 yeast inh	-9	-2	25	-18	3	19	20	9
mIAP act	1	0.93	0.92	1	1	1	1.1	0.89
ATG4B inhibitor	-3	-12	-4	-6	5	7	-6	-10
tim10-1 inh	-21	10	12	14	-3	-12	-32	-1
hIAP activ	1.1	0.88	0.86	1.1	1.1	1.2	1	0.91
TIM10 inh	3	0	15	6	-2	-10	-2	1
hIAP block	-6	12	14	-7	-7	-17	-3	9
Apaf-1 inh	9	-7	5	-4	9	14	-1	12

33) Cc1ccccc1CN(c1ccc(C(=O)N2CCc3ccccc3C2)cc1)S(C)(=O)=O
34) Cc1ccc(S(=O)(=O)N2CCOC23CCN(C(=O)C(=O)NCc2ccccc2)CC3)cc1
35) CCCC/C(C)=N/NC(=O)NC1CCCCC1
36) CC1Nc2ccccc2C(=O)N1NS(=O)(=O)c1ccccc1 (centres undefined)
37) Cc1nonc1NC(=O)N1CCCC1
38) CC(=O)NC(c1ccccc1)c1cc([N+](=O)[O-])c2cccnc2c1O (centres undefined)
39) CC1CCCN(C(=O)C(=O)Nc2ccc3nc4n(c(=O)c3c2)CCCCC4)C1 (centres undefined)
40) CC(C)OC(=O)/C(C#N)=C\c1cccnc1
assay / entry	33	34	35	36	37	38	39	40
mIAP block	7	8	0	-4	-12	10	2	-5
NLRP3 yeast inh	11	8	18	-5	6	28	5	7
mIAP act	0.93	0.92	0.99	1	1.1	0.9	0.98	1
ATG4B inhibitor	23	2	6	2	-3	0	-8	-8
tim10-1 inh	32	16	4	8	-11	25	26	4
hIAP activ	0.96	1.1	0.95	1.2	0.91	1.1	1.3	0.9
TIM10 inh	26	-4	8	0	-2	27	-5	1
hIAP block	4	-15	5	-21	9	-5	-28	10
Apaf-1 inh	14	10	8	12	6	3	11	-3

41) CC(=O)c1ccc(NC(=S)NC(=O)Cc2ccc(Cl)cc2)cc1
42) CNc1nc(C)nc(-c2ccccc2O)n1
43) Cc1cc(C)nc(NS(=O)(=O)c2ccc(CC(C)C)cc2)c1
44) Cc1ccc(C(=O)NCc2ccc3c(c2)OCO3)o1
45) CCOC(=O)c1cc2c(=O)n3ccccc3nc2n(Cc2ccco2)c1=NC(=O)c1ccc(OC)cc1OC
46) COC(=O)C[C@H]1c2cc(C(F)(F)F)ccc2S(=O)(=O)N1Cc1ccccc1OC
47) O=S(=O)(NC1CCCCC1)c1ccc(-c2csnn2)s1
48) CC1CCCC(NC(=O)Cn2c(Cl)nc3c2c(=O)n(C)c(=O)n3C)C1C (centres undefined)
49) COC(=O)c1cc(NC(=O)c2ccc(OC)cc2)c(=O)oc1C
assay / entry	41	42	43	44	45	46	47	48	49
mIAP block	-3	-2	-5	-5	3	3	11	6	10
NLRP3 yeast inh	15	34	6	13	8	-16	7	1	6
mIAP act	1	1	1.1	1.1	0.97	0.97	0.89	0.94	0.9
ATG4B inhibitor	-9	-5	3	-1	11	-2	-13	0	-9
tim10-1 inh	-28	21	12	-4	13	8	13	5	-1
hIAP activ	0.91	0.94	1.1	1.1	1.1	0.84	1	1.1	0.93
TIM10 inh	-8	7	24	-2	9	-5	11	-3	14
hIAP block	9	6	-8	-8	-10	16	0	-13	7
Apaf-1 inh	-6	9	5	10	9	2	-5	0	3

# Gathered by group, the compounds so far containing fluorine (8)
1) Cn1c(N)c(C(=O)COC(=O)Cc2ccccc2F)c(=O)n(C)c1=O
11) Fc1ccccc1/C=N/Nc1cc(N2CCCCC2)ncn1
18) O=C(/C=C/c1cccc([N+](=O)[O-])c1)Nn1c(-c2ccccc2F)nc2ccccc2c1=O
25) Cn1c(=O)c(=O)n(C)c2cc(S(=O)(=O)N3CCCC3C(=O)Nc3ccc(F)cc3)ccc21 (centres undefined)
28) Cc1[nH][nH]c(=O)c1C=Nc1ccc(C(F)(F)F)cc1
30) O=C1c2cc(F)ccc2OC2(CCNCC2)C12CC(c1ccccc1)=NO2 (centres undefined)
31) COc1ccc(NC(=O)N2CCCC(c3nc(-c4ccc(F)cc4)no3)C2)cc1 (centres undefined)
46) COC(=O)C[C@H]1c2cc(C(F)(F)F)ccc2S(=O)(=O)N1Cc1ccccc1OC
assay / entry	1	11	18	25	28	30	31	46
mIAP block	-8	-2	1	-2	-2	-1	-9	3
NLRP3 yeast inh	8	21	11	-9	-18	19	20	-16
mIAP act	1.1	1	0.99	1	1	1	1.1	0.97
ATG4B inhibitor	-6	3	3	-3	-6	7	-6	-2
tim10-1 inh	4	-2	19	-21	14	-12	-32	8
hIAP activ	0.98	1.3	1.3	1.1	1.1	1.2	1	0.84
TIM10 inh	-5	13	25	3	6	-10	-2	-5
hIAP block	2	-27	-29	-6	-7	-17	-3	16
Apaf-1 inh	-8	13	10	9	-4	14	-1	2
